TDP1 cell noCPT – qHTS for Inhibitors of human tyrosyl-DNA phosphodiesterase 1 (TDP1): qHTS in cells in absence of CPT | actives 15% (n = 420,000) | DT40 Tdp1-/- hTDP1 cells, no CPT, ATP luminescence, 48 h | Potency, µM (top dose mostly 46.2 µM), inactives show at the highest dose activity change, negative = growth inhibition, usual class: inhibitors | AID 686978, 2013; active means well fitted inhibition curve with a large enough effect; inconclusive means small, poorly fitted or top-dose-only effect; further: nearly all actives have a fitted effect of over 55% in size
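DT40 Tdp1-/-;hTDP1 cells, no CPT (DMSO vehicle only), 400 cells/well; compounds pin-transferred; ≥48 hr, 37 °C; CellTiter-Glo 30 min RT dark, luminescence read.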
The depositor's hits bear a star; ? = inconclusive. On the % scale 0 is the no-effect control and ±100 the full control effect; potency means the concentration at half of the fitted maximal effect. Not all compounds are listed; the hit share may differ from the screen's.

SMILES	TDP1 cell noCPT
Clc1ccc2c(c1)C1CC2CCN1Cc1ccccc1 (centres undefined)	-14%
O=C(OCc1ccc(Br)cc1)c1cc([N+](=O)[O-])ccc1N1CCOCC1	0.46µM*
O=C(Nc1cccc2c1CCCC2)c1ccc(F)cc1	-28%
Cc1ccc(-c2cc(NC=O)c3ncc(-c4cnn(C)c4)n3c2)cc1	3.7µM*
CCN(CC)c1ccc(/C=C/c2ccc3ccccc3n2)cc1	0.16µM*
O=S(=O)(c1ccccc1)N1CCNc2ccccc21	-23%
CCC(c1nnc(SCC(=O)N(C)c2ccccc2)n1Cc1ccccc1)N(C)C (centres undefined)	-19%
O=C(Cc1ccc(Cl)cc1)Nc1cccnc1Cl	-4%
COc1cc(-c2cc3nc(NC4CCCCC4)ccn3n2)cc(OC)c1OC	10µM*
CCCOc1ccc(F)cc1-c1cc(C(=O)NCc2ccc(C(F)(F)F)cc2)[nH]n1	16µM*
CC1(c2ccccc2)CCC(=O)NC1 (centres undefined)	2%
O=C(NCc1cc2ccccc2[nH]1)C1CCC(=O)N(CC2CCCCC2)C1 (centres undefined)	-29%
COc1ccc2c(c1)-c1nc(-n3ncc(C(=O)N(C)C(C)c4ccon4)c3C3CC3)ncc1CC2 (centres undefined)	?
Cc1cc(CNC[C@H]2O[C@@H](n3ccc(N)nc3=O)[C@H](O)[C@@H]2O)no1	-10%
C[C@@H](NC(=O)[C@@H]1CCCN1C(=O)OC(C)(C)C)c1ccccc1	-3%
CCn1ncc(C(=O)Nc2ccc([N+](=O)[O-])cc2OC)c1C	-3%
CC(=O)NC(C)(c1ccccc1)c1nc(-c2cccc3cccnc23)cs1 (centres undefined)	15µM*
CC(C)Nc1nc(NCCN2CCCC2)c2sc(-c3ccccc3)cc2n1	13µM*
S=C(NCCCN1CCOCC1)NN=C1c2ccccc2-c2ccccc21	5.8µM*
COc1cccc(C(O)C2OC(=O)c3ccccc32)c1OC (centres undefined)	9.2µM*

(list continues)
SMILES	TDP1 cell noCPT
CC1(Oc2cccc(C#N)c2)CCN(Cc2csc3ccccc23)C1 (centres undefined)	?
Cc1cc(Br)cn2c(Cc3ccccc3)c(-c3cccc(Cl)c3)nc12	23µM*
COc1ccc(NC(=O)c2cc(C3CCCCN3C(=O)C3CC3)on2)c(C)c1 (centres undefined)	-24%
CC1(C(=O)NCc2ccco2)Cc2c(-c3ccccc3)ccnc2O1 (centres undefined)	2.3µM*
COCCN(C(=O)COC(=O)/C=C/c1ccc(Cl)c(Cl)c1)c1c(N)n(Cc2ccccc2)c(=O)[nH]c1=O	18µM*
CC12CCC3C(C1)C(C(=O)O2)C(=O)OC3(C)C (centres undefined)	6%
O=C(SCc1c(O)c2ccccc2oc1=O)c1ccccc1	?
CC(C)(C)S(=O)N1Cc2cc(C(=O)NCc3ccc4c(c3)OCO4)nc(-c3cccc(-c4cc5ccccc5o4)c3)c2[C@@H]1CCO (some centres undefined)	?
CN1CCCCCC1C(=O)NCC1Cc2cc(-c3cnccn3)ccc2O1 (centres undefined)	?
COc1ccc(-c2cc(C(=O)N(C)CC(=O)Nc3ccccc3C(F)(F)F)c3ccccc3n2)cc1OC	4.1µM*
Cc1cc(/C=C/c2ccnc3ccccc23)ccc1N	20µM*
CCCCN1C(=O)C(CC(=O)NC2CC2)CC(C(=O)N(C(C)C)C(C)C)=C1C (centres undefined)	-11%
Cc1c(C(=O)N(C)C2CCOC2)cnn1-c1ncc2c(n1)-c1ccccc1CCC2 (centres undefined)	-17%
COCC(=O)Nc1cc(C(=O)N2CC3(C)CC2CC(C)(C)C3)c2c(c1)nc(-c1ccncc1)n2C (centres undefined)	-3%
O=C(NN1CCOCC1)c1ccc(Cl)cc1Cl	-12%
CCOC(=O)CNC(=O)N(C)[C@H]1C[C@H]2c3[nH]c4ccccc4c3CCN2C(=O)[C@H]1[C@H](C)O	-15%
O=C(Nc1ccc(OCCO)cc1)c1csc([C@H]2C[C@H](O)[C@@H](CO)O2)n1	-6%
CC(=O)N(C)c1ccc(NC(=O)Nc2ccc(Cl)cc2)cc1	18µM*
CC(C)C[C@H]1CNC(=S)N1C[C@H]1CCCN1C[C@H](CC(C)C)N1C[C@H](Cc2ccccc2)N(CCc2ccccc2)C1=S	21µM*
CCOC(=O)C1CCCN(C(=O)c2sc(-c3ccccc3)nc2C)CC1 (centres undefined)	15µM*

The listing continues:
SMILES	TDP1 cell noCPT
CCOC(=O)C1CC2=C(CC(C)(C)CC2=O)N(CCOC)C1=O (centres undefined)	-16%
Cc1ccc(C)c(N(CC(=O)N2CCc3ccccc3C2)S(C)(=O)=O)c1	-23%
NC(=O)C1CCCN(C(=O)c2[nH]c(C(F)(F)F)nc2-c2ccccc2)C1 (centres undefined)	0%
COc1ccc(-c2nn(-c3ccccc3)cc2CNC[C@H]2O[C@@H](n3cnc(C(N)=O)n3)[C@H](O)[C@@H]2O)cc1	-29%
Cc1ccc(NS(=O)(=O)c2ccc(NC(=O)c3ccc(-c4ccccc4)cc3)cc2)c(C)c1	23µM*
CC(C)N(C)c1ncnc2c1ncn2[C@H]1CN(Cc2ccco2)C[C@@H](CO)O1	9%
COC(=O)c1cc(C)nc(Nc2nc(C(N)Cc3ccc(F)cc3)cs2)n1 (centres undefined)	-25%
O=C(NC1CCCC1)C1C(c2ccccc2)=Nc2ccccc2N1C(=O)c1ccc(C(F)(F)F)cc1 (centres undefined)	11%
O=C(NCCc1ccccc1)c1cccc(NC(=O)C2CCC2)c1	-22%
NC(=O)c1ccsc1NC(=O)COC(=O)CCc1ccccc1	?
COc1cc(NS(=O)(=O)c2ccc(N/C=C\C(=O)c3ccc(C)cc3)cc2)nc(OC)n1	21µM*
COc1ccc(S(=O)(=O)N2CCCCC2c2cc(C(=O)NCc3cccnc3)no2)cc1 (centres undefined)	?
COCOCCn1cc(CN2CCS(=O)(=O)N(Cc3ccc(-c4ccc(OC)cc4)cc3)C(CC(C)C)C2=O)nn1 (centres undefined)	10µM*
COC(=O)C1CCN(Cc2ccc3c(c2)CN(C(=O)C2Cc4ccccc4O2)CCO3)CC1 (centres undefined)	-14%
COC(=O)[C@@H]1CCCN1C(=O)c1c(OC)cc(=O)n2c1CCN(Cc1ccc3c(c1)CCO3)CC2	-4%
CCN1CCN(C(C(=O)NC2CCCCC2)c2ccnc3ccccc23)CC1 (centres undefined)	1%
CCNC(=O)C1(C)CCCN(Cc2ccccc2-c2ccccc2)C1 (centres undefined)	?
Cc1ccc(Cn2c(C3CCCN3c3nc(-c4cc(Cl)c(N)c(Cl)c4)cs3)nc3cc(Cl)c(Cl)cc32)cc1 (centres undefined)	?
CNC(=O)C1Cc2c(-c3ccccc3Oc3ccccc3)ccnc2O1 (centres undefined)	-27%
Oc1ccc(C[C@H]2CN([C@@H](Cc3ccccc3)CN3CCCC3CN3C(=S)NC[C@@H]3Cc3ccccc3)C(=S)N2CCc2ccccc2)cc1 (some centres undefined)	16µM*

Next section.
SMILES | TDP1 cell noCPT
N#CCC1(O)C(=O)N(Cc2ccccc2)c2ccccc21 (centres undefined) | 1%
CCOC(=O)/C=C/c1cccc(C)c1O | ?
CCCCc1nc2ccc(F)cc2cc1C | 0%
COc1ccc(S(=O)(=O)N2CCCCC2)cc1NC(=O)Cc1ccc(Br)cc1 | -18%
O=C(O)CC/C(=C/c1cccc(NC(=O)c2ccccc2Cl)c1)c1nc2ccccc2s1 | ?
C[C@@H]1O[C@H](CCc2cccc(Cl)c2)CC2=C1C(=O)OC(C)(C)O2 | 2.9µM*
CCCCC(=O)Nc1ccc(NC(=O)c2cccs2)cn1 | 11%
Cc1cc2c(cc1C)-c1nnnn1C(N1CCCCC1)C(=O)N2 (centres undefined) | 9.2µM*
COc1cccc(NC(=O)c2ccccc2OCC(=O)Nc2ccc(Br)cc2)c1 | ?
COCCCN1C(=O)C(CC(=O)NCCCN(C)C)CC(C(=O)N2CCCCCC2)=C1C (centres undefined) | -10%

Part of the list above, with each value named:
N#CCC1(O)C(=O)N(Cc2ccccc2)c2ccccc21 (centres undefined)
  TDP1 cell noCPT: 1%
CCOC(=O)/C=C/c1cccc(C)c1O
  TDP1 cell noCPT: ?

Other records
SMILES | TDP1 cell noCPT
Fc1ccc(NC(=S)N2CCN(c3ccccn3)CC2)cc1Cl | -17%
Nc1ccc(CSc2ccc(Cl)cc2)c(Cl)c1 | -38%
O=C(Cc1cccc(NC(=O)C2CCN(C(=O)C3CCCC3)CC2)c1)Nc1cccc(C(=O)N2CCCCC2)c1 | -5%
O=C(Nc1ccc([N+](=O)[O-])cc1)c1cccc([N+](=O)[O-])c1 | 9%
Nn1c(Cc2ccccc2)nc2ccccc2c1=O | -7%
O=C(NC(c1ccccc1)c1ccc2ccccc2n1)C1CCN(CCOc2ccc(Cl)cc2Cl)CC1 (centres undefined) | ?
C[C@H](CO)N1C[C@H](C)[C@@H](CN(C)C(=O)NC2CCCC2)Oc2cc(Br)ccc2S1(=O)=O | ?
COc1ccc(-c2cnc3c(c2)C(=O)N([C@H](C)CO)C[C@@H](C)[C@@H](CN(C)C(=O)NC2CCCC2)O3)cc1 | -21%
CC(=O)OC[C@@H]1CN(Cc2ccccc2)C[C@H](n2cnc3c(NCc4ccc(F)cc4)ncnc32)O1 | -28%
CCc1nc2c(OCCn3cccc3)cccn2c1N(C)C(=O)c1ccc(OC)cc1 | -5%

(next part)
SMILES | TDP1 cell noCPT
C/C(=N\Nc1ccccc1)c1cccs1 | -19%
O=C(OCC(COC(=O)c1cccnc1)(COC(=O)c1cccnc1)COC(=O)c1cccnc1)c1cccnc1 | -1%
CCOc1cc(/C=N/Nc2ccc(S(=O)(=O)Nc3ccccc3C(=O)O)cc2[N+](=O)[O-])cc(Cl)c1O | -6%
CN(C)c1ccc(/C=C2\C=Cc3ccccc32)cc1Cl | ?
Cc1nc(C(F)(F)F)ccc1C(=O)N1CCC1(C)C(=O)NS(C)(=O)=O (centres undefined) | -2%
COCCCn1cc(CN2CC(N3CCN(CCO)CC3)CS2(=O)=O)nn1 (centres undefined) | 5%
CC(C)C[C@@H](CNCC(=O)[C@H](CC(C)C)NC(=O)c1[nH]cnc1C(=O)N[C@H](CN)CC(C)C)NC(=O)c1nc[nH]c1C(=O)N[C@@H](CC(=O)O)C(=O)O | -23%
Nc1nc(=S)[nH]c2n[nH]nc12 | 3.5µM*
CCCCCCn1c(CN2CCN(C(=O)OCC)CC2)nc2c1c(=O)n(C)c(=O)n2C | ?
Cc1cc(C)c2oc(-c3cccc(NC(=O)COc4ccc(Cl)cc4C)c3C)nc2c1 | -1%

Look-ups from the results shown:
C/C(=N\Nc1ccccc1)c1cccs1 in TDP1 cell noCPT is entered as -19%
CC(C)C[C@@H](CNCC(=O)[C@H](CC(C)C)NC(=O)c1[nH]cnc1C(=O)N[C@H](CN)CC(C)C)NC(=O)c1nc[nH]c1C(=O)N[C@@H](CC(=O)O)C(=O)O in TDP1 cell noCPT is entered as -23%

An excerpt of these results, as labelled records.
COCCCn1cc(CN2CC(N3CCN(CCO)CC3)CS2(=O)=O)nn1 (centres undefined)
  TDP1 cell noCPT: 5%

C/C(=N\Nc1ccccc1)c1cccs1
  TDP1 cell noCPT: -19%

Cc1cc(C)c2oc(-c3cccc(NC(=O)COc4ccc(Cl)cc4C)c3C)nc2c1
  TDP1 cell noCPT: -1%

CCCCCCn1c(CN2CCN(C(=O)OCC)CC2)nc2c1c(=O)n(C)c(=O)n2C
  TDP1 cell noCPT: ?

Next part
SMILES | TDP1 cell noCPT
O=C(N/C(=C/c1cccc(Br)c1)C(=O)N1CCOCC1)c1ccco1 | 1%
COc1ccc(N(C)S(=O)(=O)c2cccc(C(=O)OCC(=O)Nc3cc(C)ccc3OC)c2)cc1 | ?
COc1cc(OC)c(OC)cc1CN1CCCC(c2[nH]ncc2-c2cccc(C(F)(F)F)c2)C1 (centres undefined) | 23µM*
Cc1nnc(C(=O)NC(C)(C)c2nc(C(=O)NCc3ccc(F)cc3)c(O)c(=O)n2C)o1 | -29%
CC(=O)c1ccccc1NC(=O)CN1C(=O)NC2(CCCCCCC2)C1=O | -23%
COc1cc(/C=C/C(=O)OCC(=O)c2ccc[nH]2)ccc1O | -24%
OCCN1CCN(c2cnc(-c3ccsc3)cn2)CC1 | -4%
COc1ccccc1-n1nnnc1SCC(=O)NCC1(N2CCCCC2)CCCCC1 | -26%
Cc1ccc(S(=O)(=O)N2CCN(C(=O)[C@H](Cc3ccccc3)NC(=O)c3ccco3)CC2)cc1 | ?
Cc1ccnc(Nc2cccnc2)n1 | 21%

Further results:
SMILES | TDP1 cell noCPT
Nc1nc(=O)c2ccccc2s1 | -76%
CC1Cc2[nH]c(=S)[nH]c(=O)c2C(C(C)C)O1 (centres undefined) | -12%
CN(C)S(=O)(=O)n1cc(/C=C(\NC(=O)c2ccccc2F)C(=O)N2CCCCC2)c2ccccc21 | ?
Oc1ccc(Cl)cc1C=NN1CCCCCC1 | -16%
O=C(O)CC(CN1C(=O)c2ccccc2C1=O)c1ccccc1 (centres undefined) | 1%
Nc1nc(N=Nc2ccc(O)cc2)cc(=O)[nH]1 | ?
CCc1nc2ccc(C(=O)NCc3ccccc3OC)cn2c1N(CC)CCN(C)C | -9%
CO[C@@H]1CN(C)C(=O)c2cc(NC(=O)Nc3ccc(Cl)cc3)ccc2OC[C@H](C)NC[C@H]1C | ?
CC(=O)NCCNc1nc2cc(-c3cc(F)ccc3C)sc2c(=O)n1C | -28%
Nc1ncnc2c1ncn2[C@@H]1O[C@H](C(=O)N2CCC[C@@H]2C(=O)OCc2ccccc2)[C@@H](O)[C@H]1O | ?
Cc1noc(C)c1-c1ccc(C(=O)NCc2cccnc2)c2occc12 | 18µM*

Source: PubChem
